High-throughput results deposited in PubChem BioAssay by Small Molecule Screening Facility, UW Madison.
PriA SSB inh: inhibitors of Klebsiella pneumoniae PriA binding to SSB C-terminal tail, primary screen, biochemical, AlphaScreen; PriA–SSB C-terminal tail interaction (Klebsiella pneumoniae); AlphaScreen SSBct-PriA binding, biotinylated peptide; inhibition, % at 33 µM; actives 0.6% (n = 430,000); AID 1272365, 2023; in the data active means inhibition mostly above about 37%, no sharp cut-off; inactive means mostly below about 20%;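 further: plate controls were negative control peptide for no effect and reference peptide for full effect; strong numbers were not always called active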
Active calls of the source: *; & = joins results of further samples.

SMILES,PriA SSB inh
COc1c[nH]c(C(=O)Nc2cccc(C(C)=O)c2)cc1=O,-4.0&1.0
Cn1nc(-c2ccccc2NC(=O)Cn2ccc3ccccc32)ccc1=O,1.0
CON=CCC(=O)Nc1ccc(Cl)cc1Cl,-5.3
CSc1ccccc1-c1nnc(NC(=O)/C=C/c2ccccc2Cl)o1,4.0
COc1cccc(-n2c(SCC(=O)c3ccc(Cl)cc3)nnc2-c2c[nH]c3ccccc23)c1,-10.0
COC(=O)c1ccc(S(=O)(=O)NCCn2ccn3nccc23)cc1,-10.0
CC(C)c1ccc(N2C(=O)C3N=NN(CC(=O)Nc4ccc(F)cc4F)C3C2=O)cc1 (configuration not stated),0.0
CCOc1ccc(CC(=O)Nc2ccc(-c3ccc4nncn4n3)cc2)cc1,-5.0
O=C(c1cnn(-c2ccccc2)n1)N1CC(S(=O)(=O)c2ccc(F)cc2)C1,-31.0
O=C(Nc1sc2ccccc2c(=O)c1-c1ccc2c(c1)OCO2)c1ccco1,-5.0
CCOC(=O)N1CCC(Oc2cccc(C)n2)CC1,-9.0
CC(C)(C)c1ccc(OCC(=O)Nc2ccc3c(c2)CN(C(=O)c2ccco2)CC3)cc1,6.0
CC(=NNc1nc2ccccc2[nH]1)c1ccc([N+](=O)[O-])cc1,7.4
O=C(c1c[nH]c(=O)c(Cl)c1)N1CCN(c2cc(C(F)(F)F)ncn2)CC1,-8.0
CN1CCc2c(sc(NC(=O)c3cc4ccccc4o3)c2-c2nc3ccccc3s2)C1,-18.0
COc1ncc(NS(=O)(=O)c2cc(C)ccc2C)cn1,5.0
O=C(NC[C@]1(O)CCOc2ccccc21)c1cc(=O)c2ccccc2o1,-7.0
c1ccc2[nH]c(SCSc3nc4ccccc4[nH]3)nc2c1,-9.0
CCS(=O)(=O)N1CCc2ccc(NC(=O)c3ccc(OC)c(OC)c3OC)cc2C1,-12.0&-9.0
COc1cc(C=NN2CCOCC2)ccc1OC(=O)c1ccco1,-5.8
Oc1ccc(C=NN2CCN(C3c4ccccc4-c4ccccc43)CC2)c(O)c1,-0.8
Cc1noc(CNC(=O)c2cc(-c3ccccc3)n[nH]2)n1,-13.0
CSc1ccc(C=NN(C)S(=O)(=O)c2ccc(C)cc2)cc1,-25.8
CC(=O)N1CCCC1CNC1CC1 (configuration not stated),0.0
NC(=O)c1ccccc1OCC#CCNC(=O)C1CC(=O)N(c2ccc(Cl)cc2)C1 (configuration not stated),-5.0
CC(C)(C)C(=O)Nc1nc(CC(=O)NC2CCCCC2)cs1,-2.0
O=S(=O)(NCC(c1ccsc1)N1CCOCC1)c1cccc2ccccc12 (configuration not stated),1.0
COc1ccc(N(C(=O)c2ccccc2OC)S(=O)(=O)c2ccc(Cl)cc2)cc1,-6.0
COc1cccc2sc(NC(=O)c3ccc(-c4nc5ccccc5s4)s3)nc12,-11.0&1.0
O=S(=O)(NCc1ccco1)c1ccc(-c2ccc(Cl)cc2)cc1,-17.0
COc1cccc(NC(=O)NCC(c2ccsc2)N2CCOCC2)c1 (configuration not stated),-4.0
CCN(CC)c1ccc(C=NNC(=O)CC(C)C)cc1,1.5
CN(C)c1ccc(C(CNC(=O)c2ccc(Cl)cc2)N(C)C)cc1 (configuration not stated),3.0
C=CCNC(CC(=O)Nc1ccc(C)cc1C)C(=O)O (configuration not stated),-11.0
COc1ccc(-n2nnc(-c3nc(C)c(C(=O)NCc4ccc5c(c4)OCO5)s3)c2C)cc1,2.0
Cc1ccccc1-c1noc(C[C@H]2CCCN(C(=O)c3cn(C)nn3)C2)n1,-16.0
C/C(C=NNC(=O)Cc1cccs1)=C\c1ccco1,-2.6
O=C(Cn1c(=O)n(Cc2cccs2)c(=O)c2ncccc21)NCc1ccco1,-2.0
O=C(NCCn1ccc(-c2ccsc2)n1)c1c(F)cccc1Cl,3.0
CCN1CCN(CC(=O)Nc2cc(Cl)ccc2OC)C(=O)C1=O,-5.0
CCC(=O)Nc1ccc(S(=O)(=O)NC[C@]2(O)CCc3ccccc32)c(C)c1,-13.0
O=S(=O)(C1CC1)N1CCC(c2nnc(C3CC3)o2)CC1,-17.0
O=C(c1cccc2ccccc12)N1CCN(CC(O)C2CC2)CC1 (configuration not stated),-7.0
COc1ccc(OC)c(C2c3cccn3CCN2C(=O)Nc2cccs2)c1 (configuration not stated),15.0
O=C(CSc1ncnc2ccccc12)N1CCCc2ccccc21,-7.0
O=C(NCc1ccsc1)C(=O)Nc1ccc2c(c1)OCO2,12.0
O=C(Cn1nc(-c2ccco2)c2sc(N3CCOCC3)nc2c1=O)NCc1ccc2c(c1)OCO2,3.0
CC1(C)CC(=O)c2cc3c(N)c(C(=O)c4ccc(F)cc4)sc3nc2C1,-8.0
CCCn1c(=NC(=O)CN2C(=O)CCC2=O)sc2c(OC)ccc(OC)c21,-7.0
CCn1ncc(C=NNC(=O)c2csc3ccccc23)c1C,-15.3
CN(C)C(=S)NN=C(c1ccccn1)c1ccccn1,161.5*
Cn1c(NN=Cc2cccs2)cc(=O)n(C)c1=O,-5.3
Cc1ccc2[nH]c3c(=O)n(CC(=O)N4CCN(c5ccccc5Cl)CC4)cnc3c2c1,-12.0
Cc1nnc(N/N=C\c2cccs2)[nH]c1=O,-11.0
O=C(Nc1nccs1)C1COc2ccccc2C1 (configuration not stated),-16.0
Cc1c(C(=O)NCCOc2ccc(F)cc2)cccc1[N+](=O)[O-],-8.0
Cc1c(-c2ccccc2)c(=O)oc2cc(OC(=O)C3CC3)ccc12,-13.0
CC(C)(C)c1ccc(C(=O)N/C(=C/c2ccco2)C(=O)NCCCn2ccnc2)cc1,63.2*
COc1ccc2c(c1)CCC[C@@]2(O)CNC(=O)Nc1ccccc1Cl,-1.0
COc1cc2ccccc2cc1C(=O)N=c1sc2cc(Cl)ccc2n1C,5.0

(list continues)
SMILES,PriA SSB inh
COc1ccc(C(CNC(=O)c2cccc3ccccc23)N2CCOCC2)cc1 (configuration not stated),-8.0
COc1ccc(/C=N\NC(=O)Cc2ccc([N+](=O)[O-])cc2)cc1,-2.0
Cn1cc(S(=O)(=O)Nc2nc3ccccc3nc2NCc2ccco2)cn1,-3.0
CCOC(=O)N1CCC(NC(=O)c2sc3ncccc3c2-n2cccc2)CC1,-7.0
CCN(CC)CCN(C(=O)c1ccccc1OC)c1nc2c(OC)cccc2s1,3.0
NC(=NOCC(=O)Nc1cccc2ccccc12)c1nonc1N,-8.8
CSc1nc2sc3c(c2c(=O)n1-c1ccccc1C)CCCC3,-11.0
O=S1(=O)N=C(N2CC=C(c3ccccc3)CC2)Nc2ccccc21,-21.0
CC(C)(N)c1nc2ccccc2[nH]1,-5.0
CCCC(=O)NC(N)=Nc1nc(C)c2ccccc2n1,6.8
O=C1/C(=C\c2ccc(O)cc2)SC(=S)N1N=Cc1ccc(O)cc1,9.0
CCc1cccc(CC)c1-n1c(CNC(=O)c2ccc(OC)cc2)nnc1SC(C)CC (configuration not stated),10.0
COc1ccc(CCNC(=O)CSc2ncc(CO)n2Cc2ccccc2)cc1OC,0.0
CC12COC3(C(=O)NC4CCCCC4)CC1CCC32C (configuration not stated),-8.0
COc1cc(NC(=O)CC(C)=NNC(=O)c2ccccn2)c(OC)cc1Cl,-7.3
O=C(Nc1nc(-c2csc(NC(=O)c3ccc([N+](=O)[O-])o3)n2)cs1)c1ccc([N+](=O)[O-])o1,30.4
CN1CCN(S(=O)(=O)c2cc3cc(Br)ccc3oc2=O)CC1,4.0
O=C(O)Cc1cc(=O)[nH]c2ccccc12,-1.0
O=C(Nc1ccccc1)Nc1cc(N2CCCC2)ncn1,-2.0
CCc1nnc(C2CCN(C(=O)NC(C)(C)C)CC2)s1,-17.0&-6.0

Molecules listed so far containing a tert-butyl group:
SMILES,PriA SSB inh
CC(C)(C)c1ccc(OCC(=O)Nc2ccc3c(c2)CN(C(=O)c2ccco2)CC3)cc1,6.0
CC(C)(C)C(=O)Nc1nc(CC(=O)NC2CCCCC2)cs1,-2.0
CC(C)(C)c1ccc(C(=O)N/C(=C/c2ccco2)C(=O)NCCCn2ccnc2)cc1,63.2*
CCc1nnc(C2CCN(C(=O)NC(C)(C)C)CC2)s1,-17.0&-6.0

Additional structures.
SMILES,PriA SSB inh
COc1ccc2c(c1OC)C(=O)N(c1nc(SC)n[nH]1)C2,-5.0
S=c1[nH]nc(CCn2c3ccccc3c3ccccc32)n1Cc1ccco1,15.0
CC(=O)N1CCc2ccc(NS(=O)(=O)c3ccc(C)s3)cc2C1,-9.0
O=S(=O)(NCCOc1ccc2c(c1)OCO2)c1ccccc1F,13.0
CN(CCO)S(=O)(=O)c1ccc2c(c1)C(=O)c1ccccc1C2=O,23.0
N#CCCN1CCN(c2ccccc2)CC1,-21.0
CC1=C[C@@H](C)CC=C[C@H]2[C@@H]3O[C@]3(C)[C@@H](C)[C@H]3[C@H](Cc4c[nH]c5ccccc45)NC(=O)[C@]32C(=O)C=CC(=O)[C@@H]1O,8.3
Cc1cc(=O)[nH]c(NN=Cc2ccc(F)cc2)n1,7.2
CSC1CC2CCC(C1)N2S(=O)(=O)c1ccccc1 (configuration not stated),-18.0
O=C(NC[C@H](O)c1csc2ccccc12)C(=O)Nc1cccnc1,-10.0
Cn1c(=O)c2c(ncn2CC(=O)NN=C/C(Cl)=C/c2ccccc2)n(C)c1=O,-8.9
Cn1cccc1C(O)CCNC(=O)c1ccc2nsnc2c1 (configuration not stated),-13.0
CCOC(=O)c1c(NC(=O)Nc2ccccc2)sc2c1CCCC2,-15.0
Cc1ccc(C)c2sc(NC(=O)C3COc4ccccc4O3)nc12 (configuration not stated),-2.0
O=C(Nc1ccc2c(c1)N(C(=O)C1CC1)CC2)c1ccc2c(c1)OCO2,-2.0
Cc1ccc(Cc2nnc(NC(=O)/C=C/c3cccs3)o2)cc1C,5.0
CCOC(=O)N1CCN(C(c2cccc(OC)c2)c2c(O)cc(C)n(Cc3ccco3)c2=O)CC1 (configuration not stated),16.0
O=C(O)c1ccc(OCc2ccc3ccccc3n2)cc1,13.0
O=C(NN=Cc1ccc[nH]1)c1cccnc1,-17.6
C=CCn1c(COc2ccc(Br)cc2)nnc1SCC(=O)C(C)(C)C,1.0
O=C(NN=Cc1ccccc1OC(=O)c1ccc2c(c1)OCO2)c1ccccc1,-10.2
O=C(Nc1ncccn1)C1CN(C(=O)c2cnccn2)C1,-11.0
Cc1c(C(=O)N2CC(=O)Nc3ccc(F)cc3C2c2ccccc2)cccc1[N+](=O)[O-] (configuration not stated),1.0
Clc1cccc(Cl)c1CONC=Nc1ncnc2sccc12,-5.7
COc1ccc(-c2noc(Cn3cnc4c(nnn4Cc4cccc(F)c4)c3=O)n2)cc1,-10.0
O=C(Cn1c2ccc(F)cc2c2ncn(Cc3ccccc3)c(=O)c21)Nc1ccc2c(c1)OCCO2,-20.0
COc1cc(OC)cc(N2C(=O)C3N=NN(Cc4nc(-c5ccc(OC(C)C)cc5)no4)C3C2=O)c1 (configuration not stated),-9.0
COc1cc(OC)cc(C(=O)Nc2ccc3c(c2)CN(C(=O)c2ccco2)CC3)c1,1.0
COc1ccc(CCNC(=O)Cn2cnc3c(cnn3C3CCS(=O)(=O)C3)c2=O)cc1OC (configuration not stated),-10.0
OC(COCc1ccc(Cl)cc1)CN1CCOCC1 (configuration not stated),-3.0
O=C(CSC1CCCC1)NCC#CCN1CCOCC1,-5.0
CC1CC(C)CN(CC(O)COCCOc2ccc(Cl)cc2)C1 (configuration not stated),-2.0
COc1cc(C)c(C)cc1S(=O)(=O)Nc1ccc2c(c1)NC(=O)C(C)(C)CO2,-6.0
O=C(O)COc1ccccc1C=NNC(=O)Cc1ccccc1,-23.0
C=CCSc1cccc2cccnc12,125.0*
O=C(c1cc(-c2ccco2)[nH]n1)N1CCC(c2nnc(C3CC3)o2)CC1,-27.0
CC(=NNC(=O)Cc1ccccc1)c1ccc(Cl)s1,-5.7
NCCC(=O)Nc1ccc(Cl)cc1,-6.0
Nc1nnnn1N=Cc1cc([N+](=O)[O-])ccc1O,8.7
CC(=O)c1ccc(NC(=O)CSc2ccc(-c3ccccn3)nn2)cc1,47.9
CS(=O)(=O)N(CC(=O)NN=Cc1cccc2c1OCCO2)c1ccccc1Br,1.4
Cc1cc(NC(=O)c2ccc(Cl)cc2)on1,-2.0
FC(F)(F)C1(NC2(C(Cl)(Cl)Cl)Oc3ccccc3O2)Oc2ccccc2O1,-30.0
Cn1nccc1C(=O)Nc1nc(-c2ccncc2)cs1,-4.0
Cc1cc(-c2n[nH]c(=S)n2N=Cc2ccco2)n[nH]1,-3.2
CCOc1cc(-c2nnc(NC(=O)c3cc(OC)c(OC)c(OC)c3)o2)cc(OCC)c1OCC,-16.0
CCOC(=O)c1ccsc1NC(=O)CSc1ccc(F)cc1,-82.0
O=C(NCc1cccs1)C(=O)Nc1ccc2c(c1)OCCO2,3.0
COc1ccccc1OCC(=O)NCCS(=O)(=O)N1CCN(c2ncccn2)CC1,4.0
CN(C)C=Nc1nc2nccc(-c3ccccc3)n2n1,-15.1
CCCC(=O)N(Cc1ccccn1)c1nc2c(OC)ccc(C)c2s1,1.0
O=C(Nc1ccccc1C(F)(F)F)c1cc([N+](=O)[O-])cc([N+](=O)[O-])c1,7.0
CCc1ccc2nc(N(CCN(CC)CC)C(=O)Cc3ccc4c(c3)OCO4)sc2c1,-6.0
COc1ccc(-c2cc(=O)n(C(C)C(=O)c3ccc(C)cc3)cn2)cc1 (configuration not stated),-3.0
Cc1c(Cl)ccc(S(=O)(=O)Nc2ccccc2C(=O)O)c1Cl,1.0

The list is partial (hit frequency here may not be typical).
